High-throughput results as filed in PubChem.
PLC-gamma1 inh = PLC-gamma1 enzyme inhibitors, primary screen, biochemical, fluorescence, purified enzyme; fluorogenic substrate; 1-phosphatidylinositol 4,5-bisphosphate phosphodiesterase gamma-1 (Homo sapiens), P19174; 0.84% of 370,000 active; inhibition, % at 12.2 µM; in the data active = inhibition above about 9.5%
ADAM17 inh = ADAM17 inhibitors, primary screen, biochemical, QFRET | Disintegrin and metalloproteinase domain-containing protein 17 (Homo sapiens), P78536 | recombinant ADAM17, EDANS/DABCYL FRET peptide cleavage | inhibition, % at 6.95 µM | 0.83% of 370,000 active | AID 720648, 2013;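 active = inhibition above the mean of compounds lying between control limits plus 3 SD, set per campaign, cut at about 8.5% in these data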;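 note: 0% = DMSO-only wells as the low control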
PLC-beta3 inh = human PLC-beta3 inhibitors, primary screen, biochemical, fluorescence; 0.18% of 370,000 active; inhibition, % at 12.2 µM; 1-phosphatidylinositol 4,5-bisphosphate phosphodiesterase beta-3 (Homo sapiens), Q01970; AID 720704, 2013; Purified PLC-beta3, fluorogenic substrate; in the data active = inhibition above about 11%;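 note: 0% = median of compound wells on plate and 100% = full blocker control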
Target sequence (Q01970 whole entry, looked up): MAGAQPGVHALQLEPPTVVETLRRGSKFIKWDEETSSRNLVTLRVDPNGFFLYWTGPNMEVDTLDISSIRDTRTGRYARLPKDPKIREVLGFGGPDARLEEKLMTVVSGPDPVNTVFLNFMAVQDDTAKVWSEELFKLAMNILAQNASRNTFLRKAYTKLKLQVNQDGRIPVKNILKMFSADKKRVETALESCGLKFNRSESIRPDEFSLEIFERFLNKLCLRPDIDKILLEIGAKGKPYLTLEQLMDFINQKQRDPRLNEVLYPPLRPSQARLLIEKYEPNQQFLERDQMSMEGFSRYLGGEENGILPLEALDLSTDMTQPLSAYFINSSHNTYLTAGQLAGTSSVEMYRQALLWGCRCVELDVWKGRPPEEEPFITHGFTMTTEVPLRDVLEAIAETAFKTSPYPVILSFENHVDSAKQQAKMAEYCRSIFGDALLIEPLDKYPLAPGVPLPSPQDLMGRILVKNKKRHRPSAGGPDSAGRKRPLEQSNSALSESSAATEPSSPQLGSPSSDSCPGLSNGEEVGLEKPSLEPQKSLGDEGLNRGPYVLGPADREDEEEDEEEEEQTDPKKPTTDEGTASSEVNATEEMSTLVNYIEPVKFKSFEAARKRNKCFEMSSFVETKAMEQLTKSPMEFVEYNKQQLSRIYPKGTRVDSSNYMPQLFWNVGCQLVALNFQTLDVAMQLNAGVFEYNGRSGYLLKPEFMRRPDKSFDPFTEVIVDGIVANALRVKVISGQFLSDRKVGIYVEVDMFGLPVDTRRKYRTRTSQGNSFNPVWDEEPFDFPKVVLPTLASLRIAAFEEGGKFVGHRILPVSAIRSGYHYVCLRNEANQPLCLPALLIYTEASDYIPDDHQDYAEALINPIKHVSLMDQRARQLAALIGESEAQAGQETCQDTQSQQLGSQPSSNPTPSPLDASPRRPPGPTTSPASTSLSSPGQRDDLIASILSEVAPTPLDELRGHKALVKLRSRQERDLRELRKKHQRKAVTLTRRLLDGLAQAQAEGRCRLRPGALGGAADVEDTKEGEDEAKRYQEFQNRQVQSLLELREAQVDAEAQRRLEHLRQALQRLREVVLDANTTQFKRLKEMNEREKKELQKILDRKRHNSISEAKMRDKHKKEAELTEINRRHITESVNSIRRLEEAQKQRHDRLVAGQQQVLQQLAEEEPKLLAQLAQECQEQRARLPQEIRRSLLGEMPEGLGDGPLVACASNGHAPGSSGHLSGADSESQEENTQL
ARFGAP1 inh = inhibitors of rat ARFGAP1 GAP activity, primary screen, biochemical, fluorescence polarization, GDP tracer; AID 651572, 2012; ADP-ribosylation factor GTPase-activating protein 1 (Rattus norvegicus), Q62848; inhibition, % at 16.5 µM; Arfgap1-stimulated ARF1 GTP hydrolysis, GDP FP detection; 0.26% of 360,000 active;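 active = inhibition above a per-plate limit, mean inhibition of low control wells plus 3 SD, cut at about 25% in these data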;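 note: 0% = DMSO wells with enzyme and 100% = wells lacking Arfgap1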
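System: truncated rat Arfgap1 GAP domain / Benchmarks: high control wells lacking Arfgap1, low control full reaction with DMSO / Times: compound-enzyme preincubation 20 min, reaction 120 min, detection 60 min, 25 °C / Repeats: one replicate per compound / Also added: human ARF1(Δ1-17)-GTP substrate / Measured by: Tracer-displacement fluorescence polarization with EDTA stop, 620/688 nm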
KLK7 zymogen act = proKLK7 zymogen activators, primary screen, biochemical, fluorescence intensity. Kallikrein-7 (Homo sapiens), P49862. purified proKLK7, EDANS-DABCYL substrate fluorescence; 100% is mature enzyme control, 0% vehicle. activation, % at 7 µM. 0.9% of 370,000 active;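 active = activation above the mean of all tested compounds plus 3 SD, computed per campaign excluding outliers beyond control limits, cut at about 13% in these data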
ASAP1 inh = inhibitors of human ASAP1 ArfGAP activity, primary screen, biochemical, fluorescence polarization | 0.19% of 360,000 active | ASAP1-stimulated ARF1 GTP hydrolysis, GDP FP detection | inhibition, % at 16.5 µM | Arf-GAP with SH3 domain, ANK repeat and PH domain-containing protein 1 (Homo sapiens), …; in the data active = inhibition above about 25%;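 note: 0% = vehicle with enzyme and substrate and 100% = no enzyme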
DDE Tn7 FP inh = inhibitors of Tn7 peptide binding to fibrin DD(E), primary screen, biochemical, fluorescence polarization, human fibrin, Tn7 probe. FP displacement of FITC-Tn7 peptide from fibrin DD(E); 0% = median of compound wells per plate. AID 720508, 2013. Fibrinogen beta chain (Homo sapiens), P02675. inhibition, % at 8.3 µM. 0.13% of 370,000 active;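 active = inhibition above the mean of compounds falling within the control limits plus 3 SD of them, cut at about 14% in these data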;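 note: 0% = plate median of compound wells and 100% = 10 µM Aha-Tn7 peptide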
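Assay system: Human fibrin DD(E) protein | Medium: Tris buffer with calcium and detergent, pH 7.8 | Reagent: 0.1 µM fluorescent Tn7 | Compound dosing: Single point at 8.3 µM | Times: 10 min preincubation, 3 h with tracer, room temperature | Detection: Fluorescence polarization of the labelled Tn7 tracer | Controls: Aha-Tn7 high control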
UHRF1 binding = UHRF1 methylated DNA binding inhibitors, primary screen, counter-screen for MBD2 inhibitor project, biochemical, TR-FRET, human UHRF1, single concentration. E3 ubiquitin-protein ligase UHRF1 (Homo sapiens), Q96T88. UHRF1 binding to methylated oligo. inhibition, % at 4.4 µM. 0.75% of 370,000 active. AID 687016, 2013; in the data active = inhibition above about 21%;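 note: UHRF1 SRA domain binding a hemimethylated CpG hairpin DNA probe; 0% = median of test compound wells and 100% = reference inhibitor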
MBD2 DNA inh = inhibitors of MBD2 binding to methylated DNA, primary screen, biochemical, TR-FRET, DNA-binding domain, human | MBD2 binding to methylated oligonucleotide | inhibition, % at 4.4 µM | 0.31% of 370,000 active; in the data active = inhibition above about 13%
DDE Tn6 FP inh = inhibitors of Tn6 peptide binding to fibrin DD(E), primary screen, biochemical, fluorescence polarization, human fibrin, Tn6 probe; Fibrin DD(E) TRITC-Tn6 fluorescence polarization displacement; inhibition, % at 8.3 µM; 0.21% of 370,000 active; AID 720509, 2013;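 active = inhibition above a per-campaign cutoff: mean of compounds within control limits plus 3 SD, cut at about 15% in these data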;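 note: 0% = median of all compound wells on the plate and 100% = blocking peptide control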
* marks the source's active call; other numbers are inactive results; · = no result given.

SMILES	PLC-gamma1 inh	ADAM17 inh	PLC-beta3 inh	ARFGAP1 inh	KLK7 zymogen act	ASAP1 inh	DDE Tn7 FP inh	UHRF1 binding	MBD2 DNA inh	DDE Tn6 FP inh
CN(Cc1ccccc1)C(=O)CCS(=O)(=O)c1cc2c(cc1Cl)NC(=O)CO2	-2	-1	5	0	-0.1	2	-4	-3	-3	2
COc1cc(CNC2CCCC2)cc(Cl)c1OCc1ccccc1F	7	1	7	2	-0.3	-5	7	-4	0	5
C[C@H](NC(=O)c1ccco1)C(=O)OCC(=O)N1CC(=O)Nc2ccccc21	-4	-2	-1	18	0.2	0	-13	-3	-3	6
CCC(=O)N1c2ccccc2NC2=C(C(=O)CCC2)C1c1ccccc1 (configuration not stated)	-13	-2	-18	3	0.7	3	6	-4	-7	4
CC1=Nc2cc(C(=O)N3CCCC3)ccc2Sc2c(C)ccc(C)c21	-2	3	-7	4	-0.4	-12	-6	3	-5	-2
COc1ccc(N2CCN(C(c3cccs3)C(C)NC(=O)C(=O)N3CCOCC3)CC2)cc1 (configuration not stated)	1	-8	-6	2	-0.6	0	0	3	-6	1
CCOc1ccc(CC(=O)Nc2cccc(-c3ccc4nnc(C)n4n3)c2)cc1	-1	-5	-9	-10	-0.5	-9	-1	3	5	-5
CCOC(=O)C1CCCN(CC(=O)Nc2c(C(=O)OC)[nH]c3ccc(Cl)cc23)C1 (configuration not stated)	-10	-11	-10	6	0.7	1	7	-1	-3	10
CN(C)S(=O)(=O)N1CCN(c2ccccc2Cl)CC1	2	2	-2	-4	0.6	-2	3	2	-1	-4
COc1ccc(CC(=O)NCC(=O)Nc2ccccc2Br)cc1	2	1	-3	6	0.1	7	10	2	-4	1
COc1ccc(Cl)cc1NC(=O)CN(C(=O)c1ccco1)C1CCCCC1	-1	-5	-3	2	0.6	4	-5	-1	3	9
COc1cccc(CC2(CO)CCN(Cc3cnc(-c4cccc(C)c4)nc3)CC2)c1	-1	2	-2	-4	0.2	0	3	-1	5	0
COC(=O)c1[nH]c2cc(OC)ccc2c1N	-172	-9	-189	-7	-46	7	-4	-1	-1	2
COc1ccc(C(=O)OCC(=O)Nc2ccc(F)cc2F)cc1OC	2	-1	0	2	0.7	14	-2	0	2	-4
O=C(Cc1csc(Nc2nc(=S)[nH]c3ccccc23)n1)NCc1cccc(Cl)c1	-10	-3	-12	8	-0.1	4	-3	-3	2	-3
CCCCCCCCN1C(=O)[C@@H](CC(=O)NCCCCc2ccccc2)C[C@@]2(C(=O)OC)C1=C[C@H](COCc1ccccc1)O[C@@H]2C	1	3	3	·	0.0	·	-9	3	0	5
O=C(CNS(=O)(=O)c1ccc(Br)s1)NCCc1ccc(Cl)cc1	-2	-2	-11	8	-0.3	-4	5	1	2	4
COc1ccc(NS(=O)(=O)c2cc(NC(=O)c3cnc(C)cn3)ccc2N2CCCC2)cc1	-1	6	-3	7	-0.7	10	1	-2	-4	3
C1CCC(n2nnnc2CN2CCN(C3CCCC3)CC2)CC1	-1	-2	4	-1	-0.3	-5	-3	-2	0	-3
COc1ccccc1NC(=O)CCC(=O)Nc1nnc(C(F)(F)F)s1	-1	-2	2	5	0.8	7	-2	-1	-1	-1

Complete entries from above.
Record of CC1=Nc2cc(C(=O)N3CCCC3)ccc2Sc2c(C)ccc(C)c21 = PLC-gamma1 inh = -2; ADAM17 inh = 3; PLC-beta3 inh = -7; ARFGAP1 inh = 4; KLK7 zymogen act = -0.4; ASAP1 inh = -12; DDE Tn7 FP inh = -6; UHRF1 binding = 3; MBD2 DNA inh = -5; DDE Tn6 FP inh = -2
Record of CN(C)S(=O)(=O)N1CCN(c2ccccc2Cl)CC1 = PLC-gamma1 inh = 2; ADAM17 inh = 2; PLC-beta3 inh = -2; ARFGAP1 inh = -4; KLK7 zymogen act = 0.6; ASAP1 inh = -2; DDE Tn7 FP inh = 3; UHRF1 binding = 2; MBD2 DNA inh = -1; DDE Tn6 FP inh = -4

Following part.
SMILES	PLC-gamma1 inh	ADAM17 inh	PLC-beta3 inh	ARFGAP1 inh	KLK7 zymogen act	ASAP1 inh	DDE Tn7 FP inh	UHRF1 binding	MBD2 DNA inh	DDE Tn6 FP inh
CC(C)CCN1CC(C(=O)NC(C)C)CC1=O (configuration not stated)	-2	-2	2	1	0.1	10	1	0	4	4
CC(=O)c1cccc(N2C(=O)CC(N3CCN(S(=O)(=O)c4ccccc4F)CC3)C2=O)c1 (configuration not stated)	-2	-5	-4	-14	-0.1	0	2	1	3	-5
CCN1CCN(S(=O)(=O)c2cc(OC)c(Cl)cc2OC)CC1	-1	1	5	-10	-0.1	1	-6	16	7	11
CCCCNC(=O)c1nc(C2CCN(S(=O)(=O)c3ccc(C(F)(F)F)cc3)CC2)oc1-c1ccccc1	0	0	3	-7	1.0	7	-5	-2	-1	-3
C[C@@H]1CN([C@@H](C)CO)C(=O)CCCn2cc(nn2)CO[C@H]1CN(C)S(=O)(=O)c1ccccc1F	4	1	3	1	0.6	-1	0	-1	2	3
Cc1ccc(C(C(=O)NC2CCCCC2)N(C(=O)Cc2c[nH]c3ccccc23)c2ccccc2C)o1 (configuration not stated)	-1	-1	2	9	-0.4	2	4	2	7	1
CCOc1cc2[nH]c(=S)n(CCCOC)c(=O)c2cc1OCC	1	-4	1	0	-0.2	-1	2	1	1	-1
CCOC(=O)C1=C(C)NC(SC)=NC1c1ccc(OC)cc1 (configuration not stated)	-2	-5	1	3	-0.9	6	-8	0	4	-2
CCOC(=O)c1ccc(Nc2nnc3nc(C)cc(C)n23)cc1	-5	0	-2	4	-0.4	3	-12	1	1	-1
COC(=O)C1CCN(C2CN(Cc3cn(Cc4ccc(C(F)(F)F)cc4)nn3)S(=O)(=O)C2)CC1 (configuration not stated)	2	-6	0	0	-0.4	-3	2	2	5	7
CCN(C(=O)c1c(N)cnn1C)c1ccccc1	3	-1	-6	-5	0.1	-7	4	-3	2	-5
CN1OC[C@@H]2CN(C(=O)C(C)(C)C)[C@H](c3cccc(N4CCOCC4)c3)C[C@@H]21	-1	-2	-3	13	-1.1	9	7	6	1	6
CN(C)CCOc1ccc(/C(=C(/CCCl)c2ccccc2)c2ccccc2)cc1	1	3	0	2	-0.7	-1	4	-1	-5	9
Cn1cccc1C(=O)OCC(=O)NC1CCS(=O)(=O)C1 (configuration not stated)	0	-2	2	-7	0.1	-10	3	4	3	5
CCc1cc(=O)oc2cc(OCC(=O)NCCN3CCOCC3)c(Cl)cc12	1	-16	-8	-2	0.3	-5	7	2	-3	3
O=C(NCCCNC(=O)c1cnccn1)c1ccc(Cl)cc1	1	1	5	12	-0.5	2	-10	0	-7	3
N#CC(C#N)=C(N)Nc1cccc(Cl)c1	1	-4	-6	2	0.0	9	-1	1	1	1
COc1cccc(N2CCN(CC(=O)N(C)Cc3ccccc3Cl)CC2)c1	-1	0	-2	·	-0.4	·	-4	1	2	2
Cc1cc(C)c2cc(C(c3nnnn3CC3CCCO3)N3CCN4CCCC4C3)c(=O)[nH]c2c1 (configuration not stated)	-28	-20	-24	5	-0.3	-1	-2	1	2	3
CN(CC1CCCN(CCc2ccc(F)cc2)C1)C(=O)CCC(N)=O (configuration not stated)	-2	-5	-6	-3	0.2	-12	7	-3	4	2
Cc1cccc(C(=O)OCC(=O)NCC(C)C)c1O	5	1	-4	7	3.3	-1	5	2	-1	-7
CCC(C)[C@@H](C(=O)NCC1CCC(C(=O)O)CC1)n1nnc2ccccc2c1=O (some centres not stated)	4	-5	0	-7	0.9	-13	8	3	5	-3
COc1ccc(-c2csc(C(O)c3ccc(F)c(OC)c3)n2)cn1 (configuration not stated)	-6	-2	-4	1	0.0	7	3	-1	0	6
CCC(c1nc2ccccc2[nH]1)n1c(-c2ccc3ccccc3c2)nc2ccccc21 (configuration not stated)	-2	1	1	-4	0.1	21	-7	1	0	-4
O=C(CN(C(=O)CCC(=O)Nc1nccs1)c1ccccc1F)NCC1CCCO1 (configuration not stated)	4	-1	3	2	0.1	10	-2	-2	1	4
CN1CCN(CC#CCn2c3ccccc3c3ccccc32)CC1	0	-2	1	15	0.2	5	-4	2	0	3
Oc1ccc(C[C@H]2CN([C@@H](Cc3ccc(O)cc3)CN3CCC[C@@H]3CN3C(=S)NC[C@@H]3Cc3ccccc3)C(=S)N2CCc2ccccc2)cc1	2	3	-1	19	-0.4	0	6	0	1	10
C[C@@H]1CN([C@@H](C)CO)S(=O)(=O)c2ccc(Br)cc2O[C@H]1CN(C)C(=O)c1ccccc1	0	-4	-3	8	0.2	6	2	-2	-1	4
CCOc1ccccc1CNC(=O)C1CCCN(c2nnc(C)c3c(C)n(-c4ccccc4)nc23)C1 (configuration not stated)	-66	-65	-100	3	-8.3	-5	-4	1	5	-7
CC(=O)c1ccc(OCC(=O)NCC(c2ccco2)N2CCCCC2)cc1 (configuration not stated)	-3	-5	-7	9	-0.1	-16	6	2	1	6
COc1ccc(NS(=O)(=O)c2cc(NC(=O)c3ccc(Cl)cc3)ccc2N2CCOCC2)cc1	4	2	-3	8	0.9	13	2	4	7	-6
C/C(=N\NC(=O)Cc1ccc(O)cc1)c1cccnc1	-1	-6	-5	0	0.0	-3	-4	2	-1	0
O=C(NCc1ccc(F)cc1)c1cc(C2CCCN(C(=O)CCCc3ccccc3)C2)on1 (configuration not stated)	-2	-1	-1	0	0.3	-4	2	-1	-1	-7
Cc1ccccc1NC(=O)C1=CC=CN2CCS(=O)(=O)N=C12	1	-1	4	-3	-0.5	10	-6	-2	-1	6
CN(C)c1ccc(CC(=O)N2CCCC(c3cc(C(=O)Nc4ccc(C(C)(C)C)cc4)no3)C2)cc1 (configuration not stated)	-1	4	-1	2	-0.4	-18	-1	-4	2	2
COC(=O)C1=C(C(=O)OC)[C@@H]2N(C)c3ccccc3[C@@]23C[C@@H](C(=O)OC)N(C(=O)C2CCC2)C3=N1	0	2	1	12	0.5	3	0	11	6	-4
CCOc1ccc(-c2cccc(NS(=O)(=O)c3cc([N+](=O)[O-])ccc3Cl)c2)nn1	3	3	-7	0	-0.3	9	-2	0	0	-10
O=C(CSc1n[nH]c(=O)n1C1CC1)Nc1ccc(OC(F)(F)F)cc1	-3	-2	0	4	0.1	-2	-7	1	-5	-4
